Screens: PubChem BioAssay, National Center for Advancing Translational Sciences (NCATS)
12-LOX inh: ALOX12 (human) lipoxygenase inhibition; P18054; purified 12hLO, xylenol orange hydroperoxide absorbance; Potency, µM (highest dose often 108 µM), without a hit: at the highest dose activity change, negative = inhibition, actives largely listed as inhibitors; 580,000 tested, 1.1% active; AID 1671190; active = well fitted inhibition curve with a large enough effect; inconclusive = small, poorly fitted or top-dose-only effect, or another doubt; inactive = no such curve, though single readings can be large or run the other way
Target sequence (P18054 whole entry, looked up): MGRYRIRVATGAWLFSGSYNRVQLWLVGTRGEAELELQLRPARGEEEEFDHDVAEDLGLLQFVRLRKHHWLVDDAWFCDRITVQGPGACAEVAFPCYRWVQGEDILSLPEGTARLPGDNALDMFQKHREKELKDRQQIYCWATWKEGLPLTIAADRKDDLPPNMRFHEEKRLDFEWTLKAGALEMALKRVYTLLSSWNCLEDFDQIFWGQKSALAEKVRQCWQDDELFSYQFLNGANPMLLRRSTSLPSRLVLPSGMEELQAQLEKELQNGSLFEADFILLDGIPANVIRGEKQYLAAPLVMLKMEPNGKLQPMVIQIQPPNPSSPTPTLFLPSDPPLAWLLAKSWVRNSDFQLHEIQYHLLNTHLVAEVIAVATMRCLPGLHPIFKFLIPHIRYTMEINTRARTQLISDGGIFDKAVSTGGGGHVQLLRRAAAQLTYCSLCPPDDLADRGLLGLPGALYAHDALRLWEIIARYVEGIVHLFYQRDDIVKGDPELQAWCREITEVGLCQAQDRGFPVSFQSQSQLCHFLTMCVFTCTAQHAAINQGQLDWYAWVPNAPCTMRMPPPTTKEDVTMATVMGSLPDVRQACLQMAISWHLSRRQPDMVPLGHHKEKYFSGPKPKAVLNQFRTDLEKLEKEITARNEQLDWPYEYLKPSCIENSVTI
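Hydroperoxide product was detected by ferrous iron/xylenol orange as the 573 to 405 nm absorbance ratio. Arachidonic acid at 40 uM (final) was turned over for 30 min at room temperature by 150 nM human 12hLO, pH 7.0 Hepes buffer, after 15 min compound preincubation.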
* = called active by the depositor; ? = inconclusive; & = joins results of further samples; [ ] = dose if it differs, or a comment. % is set by controls: 0 for no effect and ±100 for the full control effect; potency is the fitted concentration of half-maximal effect.

SMILES	12-LOX inh
O=C(O)CC1(CC(=O)N[C@H]2CO[C@H]3[C@@H]2OC[C@H]3O)CCCC1	?
COC(=O)[C@]12C[C@H](CC(=O)NCc3ccc(OC)c(OC)c3)C(=O)N(Cc3ccc4c(c3)OCO4)C1=C[C@H](COCc1ccccc1)O[C@@H]2C	5.1%
c1ccc(-c2nc(C3CCOCC3)nn2CC2COCCO2)cc1 (stereo unspecified)	14.7%
C=CCn1c(N2CCC(C)CC2)nc2c1c(=O)n(C)c(=O)n2C	48.1%[activator]
Cc1ccc(-c2nnc(SCc3ncc(-c4ccccc4)o3)o2)cc1	6.5%
COCC(=O)NCCC1CCN(C(=O)Nc2cc(F)ccc2F)CC1	28.2%
O=C1NCCCCCN(C(=O)Cc2cccnc2)[C@H]2CCC[C@@H]12	71.9%[activator]
COc1ccc(CN(C(=O)Cc2cccc(C(F)(F)F)c2)C2CC2)cc1	-12.0%
O=Cc1ccc(-c2cc(C(F)(F)F)ccc2Cl)cc1	12.5%[12.5 µM]
COC(=O)[C@]12C[C@H](CC(=O)NCc3cccs3)C(=O)N(Cc3ccccc3)C1=C[C@H](C(C)C)O[C@@H]2C1CC1	-5.7%
Cc1ccnc(NC(=O)C2CC(=O)N(c3n[nH]c4cc(Br)ccc34)C2)c1 (stereo unspecified)	?
CCOc1ccccc1Oc1c(C)oc2cc(OCC(=O)Nc3ccc(O)cc3C)ccc2c1=O	-1.9%
CN(C)S(=O)(=O)c1cccc(Nc2nc(CN3CCOCC3)nc3sc4c(c23)CCCC4)c1	0.1%
O=C(O)CN1CCN(Cc2ccc(OCCc3ccccc3)cc2)CC1=O	7.9%
Cc1ccc2c(CN(C)CCOc3ccc(Cl)cc3)cc(=O)oc2c1	35.5µM*
Cc1ccccc1NC(=O)c1cnc2c(c1)N(C(=O)CCc1ccccc1)CCC2	16.0%[176 µM]
COCCc1noc(CC2CCOC3(CCN(C(=O)c4ccccn4)CC3)C2)n1 (stereo unspecified)	4.3%
Cc1nc(C2CCN(C(=O)[C@H]3CNC[C@H](C(=O)N4CCCC4)C3)CC2)n[nH]1	3.8%
COc1ccc(CN2CCc3oc(C)c(C(=O)NC4CCN(C)CC4)c3C2)cc1	?
CC1=NS(=O)(=O)N(C)C=C1C(=O)OCc1nc(-c2cccc(Br)c2)no1	22.3%
CC(=O)N1CCN(C(=O)c2cc(CC(C)C)[nH]c(=O)n2)CC(O)C1 (stereo unspecified)	?
Cn1c(=O)c2c(nc(SCC(=O)O)n2Cc2cccc(Cl)c2)n(C)c1=O	?
Cc1cc2nc(CSc3ccc(NC(=O)C(C)C)cc3)c(=O)[nH]c2cc1C	?
COc1ccc2cc(C(C)C(=O)NC3CC3)ccc2c1 (stereo unspecified)	-9.4%
Cc1ccc(C)c(-c2cc(C(=O)O)c3ccccc3n2)c1	?
Cn1c(=O)c2c(nc(N3CCN(c4cccc(Cl)c4)CC3)n2Cc2ccc(F)cc2)n(C)c1=O	-14.3%
CCOC(=O)N1CCN(Cc2cc(=O)oc3ccc(C)cc23)CC1	-2.7%
CN(CC1(C)CCOCC1)C(=O)Cc1ccccc1	48.2%[activator]
CN1CCC(Oc2ccc(C(=O)NCCc3ccncc3)cn2)CC1	14.0%
CNC(=O)[C@@H]1C[C@H](Oc2cccnc2)CN1C(=O)c1ccc(Cn2nc(C)cc2C)o1	12.2%
CCn1ncc(N2CCCC(CC(=O)NCc3ccccc3)C2)cc1=O (stereo unspecified)	10.4%
O=C(Cn1c(=O)c2c(ncn2Cc2ccccc2)n(Cc2ccccc2)c1=O)NCCc1ccccc1	-10.7%
CCC(C)(C)c1ccc(CC(C)CN2C[C@@H](C)O[C@@H](C)C2)cc1 (stereo partly specified)	-8.0%[57.4 µM]
Cc1cccc(CN(C)C2CCCc3ccccc32)c1 (stereo unspecified)	37.0%[activator][176 µM]
COc1nc2c(cc1CNC(=O)C1COCCO1)C(=O)N(C1CCCC1)C2 (stereo unspecified)	35.7%
CCn1ccc(C(=O)N2CCC(N3C[C@H](O)C[C@H]3C(=O)NCCOC)CC2)n1	29.7%
CCNC(=O)c1cccnc1OC1CCN(C(=O)c2ccc(C)cc2)C1 (stereo unspecified)	40.1%[activator]
COc1ccc(C(=O)N2CCC3(CC2)NC(=O)N(c2cccc(F)c2)N3)cc1	?
Cc1nn(C)cc1CN1C[C@@H](CO)[C@H](c2ccccn2)C1	62.3%[activator]
COc1cc(NC(=O)CCn2ccnc2)cc(OC)c1OC	9.1%
Cn1c(=O)[nH]cc(CC(=O)N2CCOCC(O)C2)c1=O (stereo unspecified)	30.4%[activator]
COCCN(CCOC)Cc1cc(=O)oc2cc(C)c(O)cc12	-23.2%&-16.7%
OCCCc1ccccc1	1.5%[176 µM]
Nc1nc(C2CC(NC(=O)c3cnn(Cc4ccccc4)c3)C2)cc(=O)[nH]1 (stereo unspecified)	33.5%[activator]
O=S(=O)(Nc1nc2ccccc2nc1Nc1ccc(F)c(Cl)c1)c1ccc(F)cc1	-14.3%
CCCCCCCCCCCC(=O)OCC(O)CO (stereo unspecified)	-22.9%
COC[C@@H]1CN(C(=O)c2ccc(OC)cc2C)C[C@H]1c1ccncc1	42.0%[activator]
COc1cccc(NC(=O)O[C@@H]2CC[C@]3(C)[C@H](CC[C@H]4OC(=O)C[C@H]43)[C@]2(C)CO)c1	9.5%[176 µM]

Of the compounds above, 3 contain an aryl thioether with sulfur outside any ring:
SMILES	12-LOX inh
Cc1ccc(-c2nnc(SCc3ncc(-c4ccccc4)o3)o2)cc1	6.5%
Cn1c(=O)c2c(nc(SCC(=O)O)n2Cc2cccc(Cl)c2)n(C)c1=O	?
Cc1cc2nc(CSc3ccc(NC(=O)C(C)C)cc3)c(=O)[nH]c2cc1C	?

Remaining list, next part:
SMILES	12-LOX inh
COc1ccc(C)cc1S(=O)(=O)N1CCN(c2ccc(C)cc2C)CC1	5.5%
COc1ccc(C(=O)N2CCC[C@@H]2C(=O)N2CCC[C@@H]2C(=O)NCc2ccccc2)cc1F	10.2%
CCc1ccc(-c2nc(SCc3ncc(-c4ccccc4)o3)n[nH]2)cc1	-7.8%
O=C(c1ccc(Cl)cc1)N1CC2(CCCN(Cc3ccc(Cl)cc3)C2)Cc2ccccc21 (stereo unspecified)	3.55µM*
c1ccc2oc([C@H]3CCN(C4CCOCC4)C3)nc2c1	7.6%[176 µM]
C[C@H](O)[C@@H]1CN2CCc3ccc(N4CCOCC4)cc3[C@@H]2C[C@@H]1N(C)CC1CCCCC1	1.1%
Cc1noc(C)c1CCC(=O)NC1CCCc2c1[nH]c1ccccc21 (stereo unspecified)	?
CC(C)c1ccc(N2CC(C(=O)N(C)C3CCSCC3)CC2=O)cc1 (stereo unspecified)	29.0%
Cc1ccccc1OCCCn1cnc2c1c(=O)n(C)c(=O)n2C	-54.6%
COC[C@@H]1CN(Cc2cc(C)nn2C)C[C@H]1c1nc(C)no1	-3.5%
CCOc1ccc(C(=O)N2CCN(c3cc(-c4ccc(Cl)cc4)[nH]n3)CC2)cc1OCC	-3.3%
C=CCNC(=O)N[C@H]1CO[C@H]2[C@@H]1OC[C@@H]2Nc1nccc(-c2cccc(F)c2)n1	18.9%[176 µM]
O=C(c1ccccc1F)N1CCCC2(CC(c3cccc(C(F)(F)F)c3)=NO2)C1 (stereo unspecified)	42.3%
CC1(c2ccccc2)N(Cc2ccccc2C#N)C(=O)OC12CCN(C(=O)Cc1ccccn1)CC2 (stereo unspecified)	97.0%[activator]
COCC(=O)NC[C@H]1OC[C@@H](NCc2ccc(C)cc2)[C@@H]1O	-6.6%[176 µM]
CN(CC1CCOCC1)C(=O)NCCc1ccccc1	36.7%[activator]
COc1cccc2c1OCC(C(=O)NCCc1ccc(N(C)C)cc1)C2 (stereo unspecified)	20.4%
COCC(=O)N1CCC[C@@]2(CCN(Cc3nccs3)C2)C1	?
Nc1c(F)cc(F)cc1-c1ccccc1	8.5%
Cc1nc(C#N)c(NCC(c2cccs2)N2CCOCC2)o1 (stereo unspecified)	-22.9%
CCc1cccc(-n2ccnc2-c2cc3n(n2)CCNC3)c1	38.7%[activator]
Cc1cc(C)n(Cc2ccc(C(=O)NCC(=O)N3CCCCCNC(=O)CC3c3ccccc3)o2)n1 (stereo unspecified)	6.5%
COCC(=O)N1CC(F)(F)C[C@H]1c1nc(-c2cccnc2)no1	37.4%[activator]
COc1ccc(N2C(=O)[C@@H]3Cc4nc[nH]c4CN3C2=O)cc1	71.6%[activator][176 µM]
COc1ccc(S(=O)(=O)N2C[C@@H](Oc3ccccc3)C[C@@H]2C(=O)N2CCOCC2)cc1	58.9%[activator]
O=C(CN1c2cccc3cccc(c23)S1(=O)=O)Nc1ccc(S(=O)(=O)N2CCCC2)cc1	?
CC(=O)N1CCN(C(=O)c2nc(N)nc3c2CCCC3)CC(O)C1 (stereo unspecified)	14.3%
O=C(COC(=O)CC1CC2CCC1C2)Nc1ccc([N+](=O)[O-])cc1C(F)(F)F (stereo unspecified)	?
CCOc1ccccc1CNC(=O)c1ncoc1-c1cccc(OC)c1	4.5%
O=C(Nc1ccccc1)O[C@@H]1CO[C@H]2[C@@H]1OC[C@@H]2NC(=S)Nc1ccc(F)cc1	?
CC(C)(C)C(c1nc2ccccc2[nH]1)n1c(-c2ccco2)nc2ccccc21 (stereo unspecified)	-28.0%
O=C(O)CC1(Cc2nc3ccccc3s2)CCCC1	1.0%
Cc1ccc(NC(=O)N2CCC(CCNC(=O)CC3CCCC3)CC2)cc1	38.8%
COc1ccc(NC(=O)COCC(=O)N(c2ccccc2)c2ccccc2)cc1	-0.2%
CNc1nc2c(c(C(=O)N3CCCC3)n1)CN(S(=O)(=O)C1CC1)CC2	24.3%
Clc1ccc(CSc2c[nH]c3ccccc23)cc1	?

7 compounds out of the list above, ordered by the value under 12-LOX inh, ascending:
SMILES	12-LOX inh
CC(C)(C)C(c1nc2ccccc2[nH]1)n1c(-c2ccco2)nc2ccccc21 (stereo unspecified)	-28.0%
COc1ccc(NC(=O)COCC(=O)N(c2ccccc2)c2ccccc2)cc1	-0.2%
O=C(O)CC1(Cc2nc3ccccc3s2)CCCC1	1.0%
CCOc1ccccc1CNC(=O)c1ncoc1-c1cccc(OC)c1	4.5%
CC(=O)N1CCN(C(=O)c2nc(N)nc3c2CCCC3)CC(O)C1 (stereo unspecified)	14.3%
CNc1nc2c(c(C(=O)N3CCCC3)n1)CN(S(=O)(=O)C1CC1)CC2	24.3%
Cc1ccc(NC(=O)N2CCC(CCNC(=O)CC3CCCC3)CC2)cc1	38.8%

Further compounds.
SMILES	12-LOX inh
COc1ccc2cc(C(=O)OC(C)C(N)=O)c(C)nc2c1 (stereo unspecified)	31.3%
COc1cccc(C(=O)N2CCC3(CC2)NC(=O)N(c2ccccc2)N3)c1	6.31µM*
Cc1ccc(-c2cc(=O)c3ccc4ccccc4c3o2)cc1	?
COc1cc(/C=C/C(=O)c2ccc(O)cc2O)ccc1O	?
COCCOC1CCN(S(=O)(=O)Cc2ccccc2F)CC1	9.1%
COCCn1c(SCCC#N)nnc1-c1ccc(Cl)cc1	31.6%[activator]
Cc1nn(C)c(C)c1NC(=O)c1nn(C)cc1Br	-1.5%
O=C(C1=NO[C@@H]2CN(Cc3ccsc3)C[C@H]12)N1CCOCC1	19.3%[176 µM]
COc1cccc(CN2CCCC(O)(CN3CCC4(CC3)OCCO4)C2=O)c1 (stereo unspecified)	?
O=C(CCNc1ncnc2nc[nH]c12)NCCC1CCN(Cc2ccccc2)CC1	8.4%
O=C(N/N=C/c1cccc(Cl)c1)C1CC1	12.3%
Cc1ccc(C(C)C)c(OCC(O)CNCc2ccccc2)c1 (stereo unspecified)	?
NS(=O)(=O)c1ccc(CCNC(=O)c2nnn3c2COC(c2ccc(F)cc2)C3)cc1 (stereo unspecified)	3.4%
C=CCNC(=O)c1cn2c(n1)CN([S+](=O)([O-])c1c(C)noc1C)CC2	4.0%[6.33 µM]
CNC(=O)c1cc[nH]c1C1CCCN(C(=O)CCc2c[nH]c3ccccc23)C1 (stereo unspecified)	10.1%
CCOC(=O)C1=CN(Cc2ccccc2)S(=O)(=O)N=C1C	11.6%
O=C(c1ccc(F)cc1)N1CCC(OCC2CC2)C1 (stereo unspecified)	3.0%
O=C(NC1CCCCCC1)C1CCN(C(=O)c2ncn3c2COC(c2ccccc2)C3)CC1 (stereo unspecified)	51.0%[activator]
Cc1cc(C2CCCN2C(=O)c2cc(F)cc(F)c2)on1 (stereo unspecified)	30.2%[activator]
CCn1cc(C#N)c(=O)n(Cc2noc(-c3ccc(Cl)cc3)n2)c1=O	-30.4%
Cc1cc(CN2CCN(c3ncc(Cc4ccccc4)cn3)CC2)cc(C)c1O	-19.5%
COc1ccc(C(=O)N2CCCCCCN(C)C(=O)[C@@H]3CCC[C@@H]32)cc1	36.9%[activator]
C[C@@]1(c2cc(-c3cncnc3)c(F)cc2F)CCSC(N)=N1	-0.8%[57.4 µM]
O=Cc1cccc(OCc2ccc(Cl)cc2)c1	3.6%

Continued, starting with the last two of the part before.
SMILES	12-LOX inh
C[C@@]1(c2cc(-c3cncnc3)c(F)cc2F)CCSC(N)=N1	-0.8%[57.4 µM]
O=Cc1cccc(OCc2ccc(Cl)cc2)c1	3.6%
Cc1ccc(N/N=C/c2ccc(C(C)(C)C)cc2)cc1Cl	?
CCc1nc(-c2c3n(c(=O)n(CCOc4ccc(F)cc4)c2=O)CCCC3)no1	12.7%
COc1ccc(C(=O)N[C@@H]2CCC[C@@H]2C(=O)NCc2ccccc2C)cn1	1.1%
CCc1cc(N2CCCC(OCc3ccccn3)C2)n2nc(C)c(C)c2n1 (stereo unspecified)	68.7%[activator]
CCOC(=O)C1CSCCS(=O)(=O)N1Cc1ccccc1C (stereo unspecified)	-0.6%
C=CCN(CC(=O)NC(N)=O)Cc1ccccc1	8.7%
CC(C)C(=O)N1Cc2ccccc2CC2(CCCCN2C)C1 (stereo unspecified)	8.7%[6.33 µM]

Not all compounds are listed; count on the stated rates, not on these rows.
